Screens deposited in PubChem by National Center for Advancing Translational Sciences (NCATS).
KDM5B inhibitor: inhibitors of human KDM5B histone demethylase; KDM5B demethylase, FDH-coupled NADH fluorescence (FDH is formaldehyde dehydrogenase); Potency, µM (top dose mostly 57.7 µM), without a hit: at the top dose activity change, negative = inhibition, hits mostly inhibitors; Q9UGL1; AID 1347165; hit rate 2.6% among 220,000; active = well fitted inhibition curve with a large enough effect; inconclusive = small, poorly fitted or top-dose-only effect; inactive = no such curve, though single readings can be large or run the other way; note: 0% is about no effect; nearly all actives have a fitted effect of over 70% in size
Target sequence (Q9UGL1 whole entry, looked up): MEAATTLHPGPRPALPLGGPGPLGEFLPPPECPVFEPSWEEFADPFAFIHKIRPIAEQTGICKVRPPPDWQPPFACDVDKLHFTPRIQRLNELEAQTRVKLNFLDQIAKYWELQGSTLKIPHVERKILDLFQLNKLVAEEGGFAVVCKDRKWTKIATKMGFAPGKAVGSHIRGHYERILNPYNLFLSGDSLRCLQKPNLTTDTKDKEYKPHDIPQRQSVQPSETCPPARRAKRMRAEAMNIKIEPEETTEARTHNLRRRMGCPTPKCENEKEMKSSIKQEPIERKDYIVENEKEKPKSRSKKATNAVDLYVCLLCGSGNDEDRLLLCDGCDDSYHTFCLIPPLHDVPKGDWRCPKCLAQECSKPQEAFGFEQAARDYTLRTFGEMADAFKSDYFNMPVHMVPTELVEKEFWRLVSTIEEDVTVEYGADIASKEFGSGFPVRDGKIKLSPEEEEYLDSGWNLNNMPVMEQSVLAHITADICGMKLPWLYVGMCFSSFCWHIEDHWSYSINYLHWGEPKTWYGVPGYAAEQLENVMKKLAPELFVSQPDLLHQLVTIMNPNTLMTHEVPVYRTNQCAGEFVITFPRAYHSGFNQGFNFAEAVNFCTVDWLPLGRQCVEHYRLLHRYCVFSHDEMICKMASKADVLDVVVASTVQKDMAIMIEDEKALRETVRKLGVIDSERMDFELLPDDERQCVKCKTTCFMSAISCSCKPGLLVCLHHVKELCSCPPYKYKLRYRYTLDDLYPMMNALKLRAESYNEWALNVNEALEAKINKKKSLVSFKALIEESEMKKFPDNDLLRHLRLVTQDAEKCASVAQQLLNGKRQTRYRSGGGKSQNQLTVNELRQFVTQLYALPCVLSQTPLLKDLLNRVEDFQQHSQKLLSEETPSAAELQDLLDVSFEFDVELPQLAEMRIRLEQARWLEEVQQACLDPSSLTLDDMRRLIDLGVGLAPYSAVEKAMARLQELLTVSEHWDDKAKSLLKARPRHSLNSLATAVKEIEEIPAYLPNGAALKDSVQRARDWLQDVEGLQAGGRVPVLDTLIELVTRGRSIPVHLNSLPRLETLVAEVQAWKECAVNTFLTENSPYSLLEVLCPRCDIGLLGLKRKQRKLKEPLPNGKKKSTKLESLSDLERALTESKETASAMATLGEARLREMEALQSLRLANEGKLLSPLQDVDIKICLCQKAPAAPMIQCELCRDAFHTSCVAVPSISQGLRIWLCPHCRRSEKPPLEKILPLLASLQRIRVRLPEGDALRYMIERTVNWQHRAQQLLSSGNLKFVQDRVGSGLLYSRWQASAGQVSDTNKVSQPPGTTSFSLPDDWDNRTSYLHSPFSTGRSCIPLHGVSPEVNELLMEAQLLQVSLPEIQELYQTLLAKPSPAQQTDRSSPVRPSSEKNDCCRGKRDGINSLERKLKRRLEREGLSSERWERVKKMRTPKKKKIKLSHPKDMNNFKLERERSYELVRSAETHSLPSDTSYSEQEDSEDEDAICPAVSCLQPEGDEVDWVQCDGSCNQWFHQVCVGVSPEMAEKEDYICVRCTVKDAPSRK
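Compound dilutions met 200 nM (final) KDM5BΔAP for 10 min at room temperature before substrate addition. The substrate mix held 12.5 µM H3K4me3 with cofactors 25 µM α-ketoglutarate and 50 µM Fe²⁺. NADH signal gain over 30 min defined activity.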
* marks the source's active call; other numbers are inactive results; u = inconclusive; [ ] = remark or other dose. Potency is the fitted concentration of half-maximal effect. These rows are one share of the data, so the mix of outcomes need not match the whole.

KDM5B inhibitor | canonical_smiles
13.7% | COc1cc2c(cc1OC)C(CNC(=O)c1ccccc1C)N(C(=O)Nc1cccc(C)c1)CC2 (centres undefined)
u | O=C(N1CCOCC1)N1CCCC(c2nnc3n2CCNC3)C1 (centres undefined)
-2.7% | COC[C@@H]1CN(C(=O)c2ccc(C)nc2)C[C@H]1c1nc(C2CC2)no1
-0.6% | CN(C)c1ccc(CNC(=O)C2COc3ccccc3C2)cc1 (centres undefined)
16.9% | Cc1ccc(NC(=O)c2cnc(-c3ccccc3)nc2-c2ccncc2)c(Br)c1
15.5% | Cc1ccc(NC(=O)CN2c3ccc(S(N)(=O)=O)cc3CC2C)c(F)c1 (centres undefined)
u | CCCOC(=O)c1cc(-c2ccc(OC)cc2)nc2ccccc12
10µM* | CC(C)c1noc(-c2cccn3c(CNC(=O)c4ccccc4Cl)nnc23)n1
-3.1% | COc1cc(NC(=O)CCN2CCN(CCO)CC2)cc(OC)c1
-9.1% | CCC(C)(C)C1CCc2c(sc(NC(=O)C3CC4CCC3C4)c2C#N)C1 (centres undefined)
-27.3%[86.2 µM] | O=C1N(Cc2ccccn2)C[C@H]2CN(Cc3cccc(OC(F)(F)F)c3)CCN12
-10.5% | Cc1cc(C(=O)N2[C@@H]3CC[C@H]2CC(NC(=O)c2ccc(F)cc2)C3)nn1C (some centres undefined)
-4.3% | O=C(NCCCc1nc2ccccc2n1Cc1ccc(F)cc1)C1CCCCC1
2.3% | CCOc1cc(C)c(CN2CCC3(C2)CN(C)C(=O)O3)cc1C(C)C (centres undefined)
-2.3% | COc1ccccc1-c1noc(CSc2nc3ccccc3o2)n1
u | N#Cc1cccc(C(=O)NC2CCN(c3cc(-c4ccc(F)cc4)[nH]n3)C2)c1 (centres undefined)
-18.3% | Cc1ccc(SCCNC(=O)CN(c2ccccc2)S(=O)(=O)N(C)C)cc1
-2.9%[115 µM] | Cc1noc(C)c1[S+](=O)([O-])N1CCCC(c2nnc3n2C(C(=O)O)CC3)C1 (centres undefined)
u | O=C(CSc1ccc(F)cc1)c1ccc2c(c1)-c1ccccc1C2
19.9% | Cc1ccc(C(O)CNC(=O)c2cccc(C)c2)cc1 (centres undefined)
-0.2% | O=C(Nc1ccc2c(c1)OCO2)C1CCN(c2ccc3nncn3n2)CC1
u | C/C(CCc1oc2ccc(C)cc2c1-c1ccc(C)o1)=N\O
-8.1% | Cc1cccc(C(=O)N2CCc3cc(CNS(=O)(=O)c4ccc(Cl)s4)ccc32)c1
u | O=C(Nc1ccc(S(=O)(=O)Nc2ncccn2)cc1)c1ccccc1NS(=O)(=O)c1ccc(Cl)cc1
6.2% | CC(=O)Nc1ccc(NC(=O)c2csc(NC(C)C)n2)cc1
0.1% | O=C1CC(c2ccccc2)N(C(=O)CNC(=O)c2cc(C3CC3)[nH]n2)CCCCCCN1 (centres undefined)
0.0% | COCCn1c(SCC(=O)c2ccc3c(c2)OCO3)nc2cc(C(=O)NC(C)C)ccc2c1=O
13.4% | CCOc1ccccc1C(=O)N(Cc1ccccc1)C1CCS(=O)(=O)C1 (centres undefined)
4.9% | O=S(=O)(NC1=NCN(Cc2ccccn2)CN1)c1ccccc1
-11.5% | CC(=O)NCC1(O)CCCC(C)C1 (centres undefined)
-10.4% | O=C(CCC1CCCN(C(=O)c2cccnc2)C1)NCc1ccccc1F (centres undefined)
31.6µM* | COc1ccc(Nc2nccc3c(=O)cc(N4CCOCC4)oc23)cn1
-12.5% | Cc1ccc(C)c(C(=O)CN2C(=O)c3ccccc3C2=O)c1
11.4% | Cc1ccc(-c2cnoc2NC(=O)CSc2nc(-c3ccccc3)cc(=O)[nH]2)cc1
12.4% | O=C(COc1c(Cl)cccc1Cl)Nc1cccc2cccnc12
u | COc1cccc2sc(N(Cc3cccnc3)C(=O)COc3ccccc3)nc12
22.9% | CC(C)NC(=O)c1cc(Cl)ccc1Cl
-16.6%[86.2 µM] | COc1ccc(CN2Cc3[nH]nc(-c4ccccc4OC)c3CC2=O)cc1
24.7% | CCc1ccc(S(=O)(=O)N2CCC(n3cnnc3CC)CC2)cc1
-14.2% | Cc1cc(C)cc(-c2ccc(C(=O)N3CCC(Oc4cccnc4)CC3)cn2)c1
2.0% | COc1cc(/C=C(/C#N)c2nc3ccccc3[nH]2)ccc1OCc1ccccc1C#N
u | CCOc1ccc2c(c1)cc(C(=O)NCCOC)n2C
3.8% | Oc1ccc(-c2nc(C3CC3)nc3c2CCN(Cc2cccnc2)CC3)cc1
-22.0%[86.2 µM] | O=C1NC2(CCCN(C(=O)c3ccccc3F)C2)Oc2ccccc21 (centres undefined)
-6.9%[86.2 µM] | C[S+](=O)([O-])N1C[C@H](C(=O)Nc2ccccc2)C[C@@H]1c1ccc(F)cc1
-5.6% | Cc1ccccc1-c1noc(-c2ccc(NC3CCCC3)c([N+](=O)[O-])c2)n1
u | Cc1ccccc1C(=O)Nc1cccc(-c2cn3cccnc3n2)c1
10.5% | CN(Cc1cccnc1)C(=O)CC(c1ccccc1)c1ccccc1F (centres undefined)
26.2% | CNC(=O)N1C[C@@H](Oc2ccccc2)C[C@H]1C(=O)NCCOC
u | O=C(NCc1ccccn1)c1ccc2c(c1)-c1ccccc1C2

The list continues:
KDM5B inhibitor | canonical_smiles
-27.9%[115 µM] | CN1CCC(C(=O)N2Cc3ccccc3CC3(CCCCN3Cc3ccncc3)C2)CC1 (centres undefined)
40.1% | COCC[C@]1(O)CCN(C(=O)c2cccc(S(N)(=O)=O)c2)C[C@H]1C
-11.0% | CCC(CC)CN1C[C@]23C=C[C@H](O2)C(C(=O)N2CC(n4nc(C)cc4C)C2)C3C1=O (some centres undefined)
-5.1% | Cc1c(C(=O)N2CCC(C(=O)Nc3ccc4c(c3)OCO4)CC2)oc2ccc(F)cc12
-1.3% | CCCCOC(=O)c1ccc(NC(=O)/C(C#N)=C/c2ccc(-c3ccccc3)o2)cc1
u | O=C(c1ccsc1)N1CCCC1c1nc(C2CCOCC2)no1 (centres undefined)
-18.7% | O=C(Cn1c(=O)ccc2cc(S(=O)(=O)N3CCCC3)ccc21)Nc1ccc(Cl)cc1
2.6% | Cc1ccc(C=O)n1-c1ccc(Cl)cc1
-28.1% | COC(=O)c1cc2oc3ccccc3c2n1Cc1nc(-c2ccccc2C)oc1C
-0.1% | COc1cccc2cc(C(=O)N(C)C3CCN(C)CC3)c(=O)oc12
-10.7% | CCCCN(C)S(=O)(=O)NC1CCCN(c2ncccn2)C1 (centres undefined)
4.2% | Cn1c(=O)ccn(CC(=O)Nc2nc(C(C)(C)C)cs2)c1=O
13.7% | Clc1ccc(-c2cn[nH]c2)cc1
10.9% | CCOC(=O)c1cnc2c(C)cccc2c1Nc1cccc(C(=O)O)c1
35.5µM* | COc1nc2nc(CCc3ccccc3)n(C)c2cc1-c1ccc(CO)cc1
u | COc1ccc(Cl)cc1S(=O)(=O)N1CCC(c2c[nH]c3c(C)cccc23)CC1
6.4% | CCOC(=O)Cc1cc(=O)n2[nH]c(NCc3ccc(CC)cc3)nc2n1
u | CCOCCCn1c(=N)c(C(=O)NC(C)c2ccccc2)cc2c(=O)n3cccc(C)c3nc21 (centres undefined)
-6.1% | CN1CCN(c2nc3ccccc3nc2C(=O)Nc2ccc(OC(F)(F)F)cc2)CC1
-15.2% | Cc1cc(C)n(C2CN(C(=O)COc3ccc(Cl)cc3Cl)C2)n1
10.3% | Cn1c(=O)[nH]c(=O)c2c1nc(N1CCC(Cc3ccccc3)CC1)n2CCCc1ccccc1
5.8% | O=S(=O)(Nc1cccc(-c2nnco2)c1)c1ccc(F)cc1F
3.1% | O=C(c1ccc(F)cc1)c1ccccc1C(=O)N1CCN(C(=O)CC2CCCC2)CC1
-3.2% | CCc1ccccc1S(=O)(=O)N1CCC(n2cnnc2CC)CC1
-14.5% | CCOC(=O)c1c(C)oc2nc(C)nc(NCCc3ccc(SC)cc3)c12
5.6% | CS(=O)(=O)N1CCC(C2CCN(C(=O)c3ccc4c(c3)OCO4)C2)CC1 (centres undefined)
5.6% | O=C(CCc1c[nH]c2ccccc12)Nc1ccccc1
0.9% | CC(=O)Nc1nc2c(C)cc(NS(=O)(=O)Cc3ccccc3)cc2s1
u | CC1CCN(C(=O)C(=O)c2cn(CC(=O)N3CCCCCC3)c3ccccc23)CC1
-10.9% | CC1Cc2cc(C(=O)c3cc4cc(Br)ccc4o3)ccc2N1S(C)(=O)=O (centres undefined)
7.9% | CN(CCC(=O)NC(N)=O)C(c1ccccc1)c1ccccc1
2.1% | CCOC(=O)c1cnc(Nc2ccc(F)cc2)c2ccccc12
-5.4% | COc1cccc(NC(=O)N[C@H]2C[C@@H](C(=O)N[C@@H](CCCNC(=O)C=C(C)C)C(N)=O)N(C(=O)C=C(C)C)C2)c1
-10.8% | CCCCC(NC(=O)C(c1ccccc1)C1CCCC1)c1ccccc1 (centres undefined)
5.5% | Cc1ccc(C(=O)O/N=C(\N)Cc2cccc3ccccc23)cc1
-0.9% | CC1=C(C)CC(C(=O)NCCN2CCOCC2)C(C(=O)O)C1 (centres undefined)
-8.0% | COc1ccc(OC)c(-n2cnc3cc(C(=O)NC4CCCC4)ccc32)c1
10.9% | Nc1ncnc(Nc2ccc(Cl)c(Cl)c2)c1[N+](=O)[O-]
u | COc1cccc(NC2=C(C#N)C(=O)NC(c3cccc(OC)c3O)S2)c1 (centres undefined)
-12.5% | OC(c1cn2cc(-c3ccccc3)nc2s1)(C(F)(F)F)C(F)(F)F
u | COc1ccccc1CNC(=O)C1CC(=O)N(c2n[nH]c3cccc(F)c23)C1 (centres undefined)
6.9% | Cc1noc([C@H]2CCN(Cc3ccccc3F)C[C@H]2NC(=O)C2CC2)n1
29.5% | Cc1cccc(NC(=O)N2CCC(Oc3ncccc3C(=O)N3CCOCC3)C2)c1C (centres undefined)
0.5% | Cc1cccc(C(=O)N2CCC3(CC2)OCC(C(=O)N2CCCC2)N3C(=O)c2cccc(C)c2)c1 (centres undefined)
u | CN1CC2(CCN(C(=O)CCc3c[nH]c4ccccc34)CC2)CC1C(=O)N1CCOCC1 (centres undefined)
-17.5%[86.2 µM] | N#Cc1cccc(-c2ncc3c(n2)OCCN(Cc2ccc(F)cc2F)C3=O)c1
18.6% | CNC(=O)[C@@H]1C[C@H](Oc2ccccc2)CN1C(=O)c1ccc(OC)nc1
13.0% | O=C(Cn1nc2n(c1=O)CCCC2)NCc1ccc2c(c1)OCO2
-5.6% | COc1cccc(NS(=O)(=O)c2ccc(-c3cc(C)no3)s2)c1
u | CC(C)c1cnc(N2CCC(COc3ccc4c(cnn4CCC(=O)O)c3)CC2)nc1

Ordered by value in KDM5B inhibitor (highest first): 3 from the list above
Molecule,KDM5B inhibitor
Cc1ccc(C(=O)O/N=C(\N)Cc2cccc3ccccc23)cc1,5.5%
Cc1cccc(C(=O)N2CCC3(CC2)OCC(C(=O)N2CCCC2)N3C(=O)c2cccc(C)c2)c1 (centres undefined),0.5%
CC1=C(C)CC(C(=O)NCCN2CCOCC2)C(C(=O)O)C1 (centres undefined),-0.9%

(listing goes on)
KDM5B inhibitor | canonical_smiles
-1.8% | O=C(Nc1ccc([C@@H](O)[C@H]2COCC(=O)N2Cc2ccc(C(F)(F)F)cc2)cc1)C1CCCCC1
u | COc1ccc(CN2Cc3[nH]cnc3C[C@H]2c2nc(-c3ccc(C)cc3)no2)cc1
u | COc1cccc(CNS(=O)(=O)c2cc(-c3cnn4c(C)cc(C)nc34)ccc2OC)c1
28.2% | COCCC1(C(=O)O)CCCN(CCCn2ccnc2C)C1 (centres undefined)
u | COc1cccc(NC(=O)c2c(N3CCCC3=O)c3cc(C)ccc3n2C)c1
-11.2% | CC(C)COc1ccc(C(=O)NC(Cc2c[nH]c3ccccc23)C(=O)NN)cc1 (centres undefined)
44.0%[115 µM] | CN1CC(=O)N(C2CCCNCC2)Cc2c1ncnc2N1CCNC(=O)C1 (centres undefined)
-0.6% | Cc1cc(Nc2ccc(C(=O)N3CCCCC3)cc2)c2cccc(C)c2n1
5.3% | O=C1/C(=C/c2ccc(C(F)(F)F)cc2)CCc2ccccc21
-6.0%[86.2 µM] | CNC(=O)[C@@H](C1CC1)N1CCC[C@H]1C(=O)NCc1ccccn1
-8.7% | Cc1ccc(OCc2cc(C(=O)N(C)Cc3ccccn3)no2)cn1
5.3% | N#Cc1ccc(C(=O)N2CCC(n3cc(-c4nc(-c5ccccc5)no4)nn3)C2)cc1 (centres undefined)
u | CCOC(=O)c1ccccc1NC(=O)CN(c1cccc(C)c1C)S(=O)(=O)c1ccccc1
-5.2% | O=C1CS(=O)(=O)C2(C(=O)Nc3ccccc32)N1c1cccc(Cl)c1 (centres undefined)
-14.2% | CC1C(c2ccccc2)=[N+]([O-])C(C)(c2ccc(Br)cc2)N1O (centres undefined)

A draw from above in order of number of heavy atoms, descending:
KDM5B inhibitor | canonical_smiles
-1.8% | O=C(Nc1ccc([C@@H](O)[C@H]2COCC(=O)N2Cc2ccc(C(F)(F)F)cc2)cc1)C1CCCCC1
u | CCOC(=O)c1ccccc1NC(=O)CN(c1cccc(C)c1C)S(=O)(=O)c1ccccc1
u | COc1cccc(CNS(=O)(=O)c2cc(-c3cnn4c(C)cc(C)nc34)ccc2OC)c1
5.3% | N#Cc1ccc(C(=O)N2CCC(n3cc(-c4nc(-c5ccccc5)no4)nn3)C2)cc1 (centres undefined)
u | COc1ccc(CN2Cc3[nH]cnc3C[C@H]2c2nc(-c3ccc(C)cc3)no2)cc1
-11.2% | CC(C)COc1ccc(C(=O)NC(Cc2c[nH]c3ccccc23)C(=O)NN)cc1 (centres undefined)
u | COc1cccc(NC(=O)c2c(N3CCCC3=O)c3cc(C)ccc3n2C)c1
44.0%[115 µM] | CN1CC(=O)N(C2CCCNCC2)Cc2c1ncnc2N1CCNC(=O)C1 (centres undefined)
-8.7% | Cc1ccc(OCc2cc(C(=O)N(C)Cc3ccccn3)no2)cn1
-5.2% | O=C1CS(=O)(=O)C2(C(=O)Nc3ccccc32)N1c1cccc(Cl)c1 (centres undefined)
-5.6% | COc1cccc(NS(=O)(=O)c2ccc(-c3cc(C)no3)s2)c1
5.3% | O=C1/C(=C/c2ccc(C(F)(F)F)cc2)CCc2ccccc21
